DT40 TDP1 no CPT: qHTS for Inhibitors of human tyrosyl-DNA phosphodiesterase 1 (TDP1): qHTS in cells in absence of CPT; DT40 Tdp1-/- hTDP1 cells, no CPT, ATP luminescence, 48 h; Potency, µM (highest dose often 46.2 µM), for the others: at the top dose activity change, negative = growth inhibition, actives largely listed as inhibitors; 420,000 tested, 15% active; also: nearly all actives have a fitted effect of over 55% in size
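Stably hTDP1-transfected Tdp1-null chicken DT40 cells were treated with library compounds minus camptothecin and grown for at least 48 hr at 37 °C, after which cellular ATP was quantified by luminescence.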
TDP1 block: TDP1 (human) enzyme inhibition. recombinant TDP1, AlphaScreen DNA substrate cleavage. Potency, µM (highest dose often 130 µM), inactives show at the highest dose activity change, negative = inhibition, actives largely listed as inhibitors. 350,000 tested, 0.28% active. Q9NUW8; also: nearly all actives have a fitted effect of over 40% in size
Target sequence (Q9NUW8 whole entry, looked up): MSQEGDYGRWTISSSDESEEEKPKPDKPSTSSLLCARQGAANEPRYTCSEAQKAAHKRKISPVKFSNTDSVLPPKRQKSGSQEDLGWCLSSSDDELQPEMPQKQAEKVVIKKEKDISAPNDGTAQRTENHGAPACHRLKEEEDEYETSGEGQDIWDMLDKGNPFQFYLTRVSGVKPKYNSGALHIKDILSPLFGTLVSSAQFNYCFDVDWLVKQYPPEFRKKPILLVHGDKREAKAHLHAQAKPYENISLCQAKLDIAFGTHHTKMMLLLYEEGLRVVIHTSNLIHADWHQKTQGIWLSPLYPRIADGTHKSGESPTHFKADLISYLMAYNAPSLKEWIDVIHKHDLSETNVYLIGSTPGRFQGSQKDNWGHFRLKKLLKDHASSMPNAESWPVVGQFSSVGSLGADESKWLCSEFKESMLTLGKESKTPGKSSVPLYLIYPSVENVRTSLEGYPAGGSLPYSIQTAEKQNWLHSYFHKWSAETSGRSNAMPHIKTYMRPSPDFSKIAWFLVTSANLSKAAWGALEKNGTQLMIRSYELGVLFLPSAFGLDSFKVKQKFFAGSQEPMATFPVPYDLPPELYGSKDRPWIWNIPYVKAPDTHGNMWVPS
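Recombinant E. coli-expressed Tdp1 (1 nM) preincubated with compound 15 min at RT, then 5'-biotin/3'-phosphotyrosine-FITC DNA substrate (15 nM) added for 5 min. AlphaScreen beads (10 ug/ml) added, 10 min RT; tyrosine-FITC cleavage read as signal loss.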
N370S GC: N370S glucocerebrosidase modulation, Gaucher chaperone candidate; N370S GC spleen homogenate, 4MU-glucoside fluorescence; P04062; 330,000 tested, 0.092% active; AID 2101; Potency, µM (titrated, usually from 59.4 µM), for inactives: at the highest dose activity change, negative = inhibition, hits mostly inhibitors;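 also: 0% = full enzyme activity and -100% = no enzyme basal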
Numbers without * were called inactive; ? = inconclusive; · = no result given; & = joins results of further samples; ! = a repeat was not active; [ ] = remark or other dose. Calls follow the shape of the dose curve; as a rule, active = well fitted curve in the direction sought with a large enough effect; inconclusive = small, poorly fitted or top-dose-only effect, or another doubt; inactive = no such curve, though single readings can be large; an effect the other way counts as inactive or inconclusive. Unless noted, % is scaled to controls: 0 for no effect and ±100 for the full control effect; potency is read from the fitted curve at half-maximal effect.

SMILES	DT40 TDP1 no CPT	TDP1 block	N370S GC
Cc1ccc(S(=O)CCNC(=O)Cc2ccccc2)cc1 (stereo not given)	-2%	0%	-6%
CCCCN(C)CCCNC(=O)c1cc(-c2cccnc2)nc2ccccc12	9%&-14%	-5%	0%
CCCNCc1cc(OCC)c(OCC(N)=O)cc1Br	-11%	4%	-2%
COc1ccccc1N1CCN(C(=O)CC2NC3CCCCC3NC2=O)CC1 (stereo not given)	·	-2%	2%
O=C(NCc1ccccc1Cl)c1cnc2sc(N3CCCCC3)nn2c1=O	9.2µM*	3%	·
COc1cc2c(cc1OC)n(Cc1ccc([N+](=O)[O-])cc1)c(=O)n1nc(-c3ccccc3)nc21	?	5%	·
N#CC1=C(N)N(c2ncn[nH]2)C2=C(C(=O)CCC2)C1c1ccc(F)cc1 (stereo not given)	-17%	3%	1%
Cc1cc(OI)c(C(C)C)cc1-c1cc(C(C)C)c(OI)cc1C	-13%	8%&8%	6%&6%
CCOc1cccc(C2C(C(=O)c3ccc(C)o3)=C(O)C(=O)N2Cc2ccccc2)c1 (stereo not given)	5%	7%	-6%
CC1(C)CC(CNCCC(c2ccc(F)cc2)c2ccco2)CCO1 (stereo not given)	15µM*	0%	5%
Cc1ccc(-n2nc3c(c2NC(=O)c2ccc(OC(C)C)cc2)CS(=O)C3)cc1 (stereo not given)	-14%	4%	11%
Cc1cccc(C)c1NC(=O)c1sc(N)nc1-c1ccccc1	-22%	-3%	-9%
COc1cc(C(=O)NCCc2sc(-c3cccc(F)c3)nc2C)cc(OC)c1OC	12µM*	4%	·
Fc1cccc(CN2CCN(Cc3nc(CCc4ccccc4)no3)CC2)c1	?	0%	-11%
CCC(=O)N1CCN=C1SCc1c(F)cccc1Cl	17%	2%	-3%
Cc1ccc(S(=O)(=O)NCCC(=O)OCC(=O)N(Cc2ccccc2)C(C)(C)C)cc1C	?	·	3%
COc1ccc(CC(=O)Oc2ccc(C(C)(C)C)cc2)cc1S(=O)(=O)N1CCOCC1	13%	-7%	-1%
Cc1cc(Cl)c2oc(C(=O)N(C)CCCCN3CCOCC3)c(C)c2c1	?	3%	?
Fc1ccccc1/C=C1\CCCC2=C1Nc1nnnn1C2c1ccccc1F (stereo not given)	-8%	6%	-7%
CS(=O)(=O)c1cccc(C(=O)Nc2cccc(-c3nc4ccccc4[nH]3)c2)c1	?	2%	-5%
Nc1nc2ncc(C(=O)c3cc(Cl)cc(Cl)c3O)cc2s1	0%	9%	-2%
Cc1ccc(C)c(OCCCCn2cnc3ccccc3c2=O)c1	?	-5%	-1%
Cc1ccn2c(=O)c(NC(=O)c3cccs3)c(C)nc2c1	1%	-6%	3%
CCC(C)n1c(SCC(=O)NC(=O)c2cccn2C)nc2ccccc2c1=O (stereo not given)	?	5%	?
Cc1cc(C)cc(NC(=O)CSc2nc3ccncc3[nH]2)c1	16µM*	-2%	-9%
COc1ccc(S(=O)(=O)N2CCC(C(=O)NCC3CC3)CC2)cc1	-4%	·	-2%
CCn1c(CNC(=O)c2cccc(C)c2)nnc1SCC(=O)Nc1nnc(C)s1	3%	0%	-2%
COC(OC)c1ccnc(-c2ccc(OC(=O)c3ccc(F)cc3)cc2)n1	?	6%	9%
CN(C/C=C/c1ccccc1[N+](=O)[O-])Cc1ccccc1	?	·	-3%
Cn1nnnc1-c1cc(Br)ccc1NC(=O)c1ccccc1	-19%	3%	·
COc1ccc(-n2nc(C(=O)NCC(=O)Nc3ccc(F)cc3)c3ccccc3c2=O)cc1	?	1%	5%
CCC(C)(C)NC(=O)c1cc(S(=O)(=O)N2CCCCC2)ccc1N1CCOCC1	2%	8%	-3%
Cc1cccc(OCCN2CCOCC2)c1C	26%	5%	-14%
Cc1cc(C)c2nc(NC(=O)CN3C(=O)NC4(CCCC4)C3=O)sc2c1	?	0%	-6%
CC(C)CN(C(=O)c1ccc(F)cc1F)c1c(N)n(CC(C)C)c(=O)[nH]c1=O	-2%	10%	-13%
COC(=O)c1cc(-c2cc(OC)ccc2OC)nc2c1c(=O)n(C)c(=O)n2Cc1ccccc1	18µM*	·	-7%
CC1=C(C(=O)OCC2CCCCC2)C(c2ccc(F)cc2F)CC(=O)N1 (stereo not given)	?	-9%[12.3 µM]	·
COc1cc2c(cc1NC(=O)C(C)OC(=O)/C=C/c1ccc(OC(F)F)cc1)oc1ccccc12 (stereo not given)	?	-5%	7%
O=C(CN1CCN(S(=O)(=O)c2ccccc2Cl)CC1)NCC1(N2CCOCC2)CCCCC1	?	0%	-22%
Cc1cccc(S(=O)(=O)NNC(=O)c2cc(-c3ccc(F)cc3)nc3ccccc23)c1	-14%	5%	-7%

Molecules listed so far with bromine (two):
SMILES	DT40 TDP1 no CPT	TDP1 block	N370S GC
CCCNCc1cc(OCC)c(OCC(N)=O)cc1Br	-11%	4%	-2%
Cn1nnnc1-c1cc(Br)ccc1NC(=O)c1ccccc1	-19%	3%	·

(continued)
molecule | DT40 TDP1 no CPT | TDP1 block | N370S GC
Cc1ccc(CS(=O)(=O)CCC(=O)NCc2ccccn2)cc1 | -16% | 3% | 3%
COc1ccc(-c2cc(C(=O)NCc3ccc(F)cc3)no2)cc1 | -17% | 1% | ·
C[C@@H]1CN(Cc2nc(-c3ccc(Cl)cc3)no2)C[C@H](C)O1 | ? | -5% | -9%
Cc1cccc(Cn2c(SCc3ccc(C(=O)NCc4ccccc4F)cc3)nc3ccncc32)c1 | 23µM* | 2% | ·
Oc1cc2c(cc1O)C(c1ccccc1)CNCC2 (stereo not given) | 26µM*! | -4%[56.1 µM] | -1%&-15%&-2%
CCCCC[C@@H]1C=C(C(=O)O)[C@H](c2ccc(Cl)cc2)N1S(=O)(=O)c1ccc(C)cc1 | ? | 0% | ·
O=C(Nc1ccccc1Cl)/C(Cl)=C(\Cl)S(=O)c1ccccc1 (stereo not given) | 0.21µM* | -8% | -6%
CCCC(=O)Nc1ccc2c(c1)Cc1ccccc1-2 | -4% | · | 4%
Cc1cc(Cl)c2oc(C(=O)NCCN3CCCCC3CO)c(C)c2c1 (stereo not given) | ? | 3% | -15%
C=C(C)COc1ccc(-c2ncnc(C(F)(F)F)c2-c2ccc(OC)cc2)c(O)c1 | ? | · | 3%

Limited to DT40 TDP1 no CPT and TDP1 block, for some of the entries so far:
| SMILES | DT40 TDP1 no CPT | TDP1 block |
| --- | --- | --- |
| COc1ccc(-c2cc(C(=O)NCc3ccc(F)cc3)no2)cc1 | -17% | 1% |
| C[C@@H]1CN(Cc2nc(-c3ccc(Cl)cc3)no2)C[C@H](C)O1 | ? | -5% |

(cont.)
molecule | DT40 TDP1 no CPT | TDP1 block | N370S GC
Cc1cc(C)c2c(CN3CC(C)OC(C)C3)cc(=O)oc2c1C (stereo not given) | ? | · | 24%
CCn1c(/C=C2\C(=O)Nc3ccccc32)nc2ccccc2c1=O | 16µM* | 3% | 24%
CCCCn1c(N)c(N(CC(C)C)C(=O)CCCSc2nncs2)c(=O)[nH]c1=O | -10% | 1% | -1%
CCOC(=O)C1=C(C)N(C[C@@H]2CC[C@@H](Cc3ccc4cc(OC)ccc4c3)O2)C(=O)NC1c1ccccc1 (stereo not given in full) | ? | 0%[56.1 µM] | ·
Cc1cc(C)c(CN2CCN(C(=O)Cn3ccc(NC(=O)OCc4ccccc4)nc3=O)CC2)c(C)c1 | ? | 0% | ·
COc1ccc(NC(=O)C2CCN(S(=O)(=O)c3ccc4c(c3)NC(=O)CO4)CC2)cc1 | -4% | 1% | -9%
COC(=O)CCNC(=O)Cn1cnc2sc3c(c2c1=O)CCCC3 | -13% | 0% | 5%
O=C(O)c1cccc(N2C(=O)CSC2c2ccccc2)c1 (stereo not given) | -7% | · | -4%
Cc1ccc(C2(c3ccccc3)NC(=O)N(CC(=O)N3CC(=O)Nc4ccccc43)C2=O)cc1C (stereo not given) | 23µM* | 2% | ·
O=S(=O)(Nc1nc2ccccc2nc1Nc1ccc2c(c1)OCCO2)c1cccs1 | -3% | 8% | -5%
Cc1nn(Cc2ccc(Cl)cc2Cl)c(C)c1NC(=O)c1nn(C)cc1Cl | 9.2µM* | 5% | -8%
COc1ccccc1C1CC(c2ccc(Cl)cc2Cl)Nc2nc(N)nn21 (stereo not given) | -28% | 6% | -6%
O=C(CCNS(=O)(=O)c1ccc2c(c1)CCN2C(=O)C1CC1)N1CCN(c2cccc(C(F)(F)F)c2)CC1 | 1.6µM* | 10% | ·
NC(=S)N=Nc1c(O)n(CCCl)c2ccc(Cl)cc12 | 23µM* | 0% | -23%
CC1=C(C(=O)OCCOC(C)C)C(c2cc3c(cc2Br)OCO3)C2=C(CCCC2=O)N1 (stereo not given) | 6% | 8% | ?
CC(=O)NC1=NN(C(C)=O)C(c2ccc(C(C)C)cc2)S1 (stereo not given) | -27% | 5% | -5%
CN1C(CC(=O)Nc2ccc(Cl)cc2Cl)c2ccccc2CC1(C)C (stereo not given) | 16µM* | -4% | 6%
COc1cc(C2CC(=O)c3c([nH]c(C(=O)OCC4CCCCC4)c3C)C2)cc(OC)c1OC (stereo not given) | 1.6µM* | 3% | ·
COc1ccc(C(=O)NC23CC4CC(CC(C4)C2)C3)cc1 | -10% | · | 4%
COc1cccc(NC(=O)C2CCN(S(=O)(=O)c3ccc4c(c3)N(C(C)=O)CCO4)CC2)c1 | 5% | 0% | -8%
COc1ccc(N2CCN(C(c3cccc(OC)c3OC)c3nnnn3C3CCCC3)CC2)cc1 (stereo not given) | ? | 5% | 12%
CCOc1ccc(NC(=O)c2cc(F)c(F)cc2Cl)cc1OCC | -4% | 2% | -8%
COc1cc(NC(=O)c2cc([N+](=O)[O-])ccc2NC(=O)CNC2CCCCC2)cc(OC)c1 | 16µM* | 8% | -10%
C[C@H]1CN([C@@H](C)CO)C(=O)Cc2cc(NS(=O)(=O)c3ccc(Cl)cc3)ccc2O[C@@H]1CN(C)C(=O)Nc1cccc2ccccc12 | ? | 1% | ·
CCOP(=O)(OCC)C(NC(=O)Nc1ccc(Cl)c(Cl)c1)C(N)=O (stereo not given) | -4% | 3% | -3%
Cc1ccc(C2Nc3ccccc3C(=O)N2CCCN2CCOCC2)cc1 (stereo not given) | -18% | · | 4%
O=C(NN1C(=O)c2ccccc2NC1c1cccnc1)c1ccc([N+](=O)[O-])cc1 (stereo not given) | 13% | 2% | -4%
O=C(NCCOc1ccc(Cl)cc1)C1CC(=O)N(c2ccc3c(c2)OCCO3)C1 (stereo not given) | -16% | -1% | ·
COc1cc(C(=O)NCC(c2cccs2)S(=O)(=O)c2cccs2)cc(OC)c1OC (stereo not given) | ? | 0% | ·
CN(Cc1nc(-c2cnccn2)no1)CC(O)c1ccccc1 (stereo not given) | -16% | -3% | 4%
Cc1cc(NS(=O)(=O)c2ccc(NC(=O)/C=C/c3ccccc3)cc2)nc(C)n1 | 0% | 2% | ·
CC(=O)Nc1ccc(S(=O)(=O)N2CCN(Cc3csc(C)n3)CC2)cc1 | -14% | 5%[56.1 µM] | -5%
CCCCCCCNC(=O)C1(CC2CC(c3ccc(Cl)cc3)=NO2)CCN(C(=O)C2CCCC2)CC1 (stereo not given) | ? | · | -5%
O=C(CC1N=C2c3ccccc3N=C(SCc3ccc(F)cc3)N2C1=O)NCc1ccco1 (stereo not given) | ? | 3% | -3%
CCOC(=O)C(c1ccccc1)C(Nc1cc(C(F)(F)F)cc(C(F)(F)F)c1)c1ccccn1 (stereo not given) | ? | 5% | -4%
Cn1c(=O)c(=O)n(C)c2cc(S(=O)(=O)N3CCCC3C(=O)NCc3cccs3)ccc21 (stereo not given) | 2% | · | -10%
Cc1cc(C)cc(N(C(=O)c2csnn2)C(C(=O)NC(C)(C)C)c2cccnc2)c1 (stereo not given) | 10% | -7% | 9%
Cc1ccccc1C1NC(c2ccccc2C)C(C)C(=O)C1C (stereo not given) | 1% | · | -4%
COc1cc(/C=C2/C(=O)ON=C2c2ccccc2)ccc1O | 18µM* | 0% | -2%
COc1ccc(CCNC(=O)c2cccc(NS(=O)(=O)c3ccccc3F)c2)cc1OC | -10% | 4% | -8%
C[n+]1cccc(C(=O)[O-])c1 | -7%&5% | 11%[56.1 µM] | -1%&-8%
O=C(c1cc(-c2ccncc2)nc2c(Cl)cccc12)N1CCN(c2ccccc2F)CC1 | · | 4% | -5%

Structural class: those above containing a CF3 group.
molecule | DT40 TDP1 no CPT | TDP1 block | N370S GC
C=C(C)COc1ccc(-c2ncnc(C(F)(F)F)c2-c2ccc(OC)cc2)c(O)c1 | ? | · | 3%
O=C(CCNS(=O)(=O)c1ccc2c(c1)CCN2C(=O)C1CC1)N1CCN(c2cccc(C(F)(F)F)c2)CC1 | 1.6µM* | 10% | ·
CCOC(=O)C(c1ccccc1)C(Nc1cc(C(F)(F)F)cc(C(F)(F)F)c1)c1ccccn1 (stereo not given) | ? | 5% | -4%

This is a subset. The share of hits here may be higher or lower than overall.
